# From PubChem BioAssay
# Large T inhibition = SV40 large T antigen inhibitors, biochemical (AID 1903). SV40 large T antigen ATPase/helicase inhibition assay; higher % means a stronger effect. inhibition, % at 20 µM, or IC50 in µM where a hit was titrated. 0.39% of 310,000 active; in the data active = a potency from the dose series; note: strong numbers were not always called active
# GPR55 antagonists = GPR55 antagonists blocking LPI-driven arrestin recruitment, primary screen, imaging, U2OS, beta-arrestin-GFP, LPI agonist (AID 2013); inhibition, % at 10 µM, or IC50 in µM where a hit was titrated; U2OS GPR55 beta-arrestin-GFP translocation imaging, LPI antagonism; higher % means a stronger effect; 0.13% of 290,000 active;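 active = spots per cell inhibited over 60%, with over 100 cells counted and total cytoplasm intensity under 500,000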;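 note: U2OS cells stably carrying GPR55 and arrestin-GFP stimulated by 5 µM LPI near EC80; imaged beta-arrestin-GFP aggregate spots per cell after agonist stimulation; plate controls were LPI-stimulated DMSO wells for no effect and DMSO wells without LPI for full effect; some results filed as inactive read as strong as hits; confirmed hits need IC50 under 10 µM and bright autofluorescent wells are also inconclusive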
# GPR55 activation = GPR55 agonists via beta-arrestin recruitment, primary screen, imaging, U2OS cells, beta-arrestin-GFP redistribution (AID 1961). activation, % at 10 µM, or EC50 in µM where a hit was titrated. 0.048% of 290,000 active. U2OS GPR55 beta-arrestin-GFP redistribution imaging; higher % means a stronger effect;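 active = activation above 40% with more than 50 cells counted in the well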;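 note: U2OS osteosarcoma cells stably expressing GPR55 and beta-arrestin-GFP; plate controls were DMSO negative control for no effect and LPI positive control for full effect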
# LYP phosphatase = inhibitors of LYP phosphatase, biochemical, fluorescence intensity, uHTS (AID 1779) | recombinant LYP phosphatase, fluorescence intensity; higher % means a stronger effect | inhibition, % at 11.5 µM; hits with a dose series show IC50 in µM | 0.054% of 290,000 active; in the data active = inhibition above about 50%;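 note: plate controls were vehicle with enzyme for no effect and no enzyme for full effect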
# T cell HTS = T cell immune modulators affecting CD8 T cell-vesicle binding; 2C CD8+ T cell-vesicle binding, flow cytometry; stronger effect = lower value; calls only at 7 µM; 0.068% of 330,000 active; AID 2052;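 active = response, share of CD8 T cells binding vesicles, and their 90th percentile fluorescence all below set limits, cut at about 80% in these data, passing the limit was not always enough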
#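 Material: murine 2C transgenic CD8+ T lymphocytes / Also added: QL9-peptide-loaded Drosophila micro-vesicles bearing Ld, ICAM-1 and B7-1 / Schedule: binding step 1.5 h, 37 °C, antibody labelling 20 min, ice / Signal: flow cytometry, PE anti-B7-1 (FL2) versus Alexa647 anti-CD8 (FL8), PFA-fixed / Evaluation: percent CD8+ FL2 mean versus row control / Benchmarks: naked versus QL9-loaded vesicles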
# Hep lipid drop = hepatic lipid droplet formation modulation. AML12 mouse hepatocytes, oleate lipid droplets, BODIPY imaging. inhibition, % at 6.5 µM. 0.4% of 240,000 active;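 active = lipid droplet intensity inhibited by at least 50%, with more than 500 cells counted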
#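 System: AML12 hepatocytes (mouse). Probe or stimulus: oleic acid at 100 µM to induce lipid droplet formation. Times: overnight treatment with compound plus oleate. Detection: Image-based BODIPY and DAPI two-channel analysis. Evaluation: percent inhibition of filter-corrected integrated lipid droplet intensity per well.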
# NTR1 agonist = agonists of NTR1, primary screen, imaging, U2OS cells, beta-arrestin-GFP, high content (AID 493036); NTR1-U2OS beta-arrestin-GFP spot imaging, agonist mode; activation, % at 20 µM; 0.17% of 330,000 active;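 active = activation at or above 40% of the spot to cytoplasm intensity ratio, with at least 20 cells analyzed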;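 note: 0% = DMSO without peptide and 100% = 100 nM NTR1 peptide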
# Target sequence (P30989 whole entry, looked up): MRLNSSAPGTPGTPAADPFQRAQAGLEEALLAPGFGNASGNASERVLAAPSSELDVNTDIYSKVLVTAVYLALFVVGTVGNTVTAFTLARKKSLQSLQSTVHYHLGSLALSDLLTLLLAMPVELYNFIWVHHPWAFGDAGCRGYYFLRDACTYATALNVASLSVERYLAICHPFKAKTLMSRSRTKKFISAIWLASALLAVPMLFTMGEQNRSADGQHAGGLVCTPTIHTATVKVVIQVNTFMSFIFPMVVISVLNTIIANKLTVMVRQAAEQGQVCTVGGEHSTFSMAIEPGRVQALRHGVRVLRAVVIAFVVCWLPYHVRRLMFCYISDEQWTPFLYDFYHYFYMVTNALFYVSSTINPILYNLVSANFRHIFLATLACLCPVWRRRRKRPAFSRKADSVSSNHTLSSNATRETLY
# GPR35 antagonists = inhibition of zaprinast-stimulated GPR35 beta-arrestin translocation – imaging, U2OS, beta-arrestin-GFP, zaprinast agonist, primary screen (AID 2058) | U2OS GPR35 beta-arrestin-GFP translocation imaging, zaprinast antagonism; higher % means a stronger effect | inhibition, % at 10 µM; hits with a dose series show IC50 in µM | 0.052% of 290,000 active;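 active = inhibition of at least 50% with at least 30 cells and total cytoplasm GFP at most 10,000,000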
# Rac1 GTP hydrolysis = MgcRacGAP GTPase-activating activity inhibitors, confirmation, biochemical, ADP Hunter fluorescence; MgcRacGAP-stimulated Rac1 GTP hydrolysis, ADP Hunter fluorescence; higher % means a stronger effect; GST-tagged Rac1 F28L mutant substrate; one-dose inhibition, % at 30 µM; IC50 in µM for titrated hits; 0.6% of 340,000 active;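 active = first-screen hits whose inhibition reached a set limit at any dose in the follow-up dose series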;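 note: fluorescence reports GDP produced by GAP-driven GTP hydrolysis; strong numbers were not always called active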
# Hep lipid drop cells 6.5 µM = further read-out of Hep lipid drop, marked with its call; cell count; measured here: cell count, cytotoxicity flag;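 cells counted across two imaged fields per well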
# T cell HTS vesicle-bound % = further read-out of T cell HTS, marked with its call; double positive events, %; measured here: CD8+ vesicle-bound cell fraction;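 binding gate set so that unloaded-vesicle control wells show 10% double positive cells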
# NTR1 agonist cell count 20 µM = recorded beside NTR1 agonist, whose call it bears; cell count; measured here: cell count, cytotoxicity flag
# The depositor's hits bear a star; i = inactive; . = not tested or not shown.
SMILES,Large T inhibition,GPR55 antagonists,GPR55 activation,LYP phosphatase,T cell HTS,T cell HTS vesicle-bound %,Hep lipid drop,Hep lipid drop cells 6.5 µM,NTR1 agonist,NTR1 agonist cell count 20 µM,GPR35 antagonists,Rac1 GTP hydrolysis
COC(=O)[C@@H](Cc1c[nH]c2ccccc12)NC(=O)c1ccc2c(c1)OCO2,6%,-3%,0.3%,-4%,i,65,8,819,-1.3,85,-9%,.
O=C1CSC(c2ccc(Cl)cc2Cl)N1c1ccccn1 (stereo not given),11%,22%,-0.5%,-9%,i,64,-16,491,0.8,86,2%,9%
O=C(CN1CCN(c2ccc([N+](=O)[O-])cc2Cl)CC1)N1CCOCC1,13%,3%,-0.1%,3%,i,33,18,702,0.8,72,8%,.
Cc1nn(-c2ccccc2)c(Cl)c1/C=N/NC(=O)c1ccc(NS(=O)(=O)c2cccs2)cc1,5%,-26%,-0.1%,1%,i,65,0,777,3.6,18,-15%,.
N#Cc1nc(-c2ccco2)oc1NCc1ccccc1Cl,-1%,-8%,-0.3%,-5%,i,32,5,687,-1.1,39,-2%,.
O=C(O)c1ccc(Cl)c(S(=O)(=O)NCc2cccnc2)c1,3%,3%,1.2%,-3%,i,39,18,678,-0.5,55,1%,1%
O=C(CS(=O)Cc1ccccc1Cl)Nc1ccccc1Cl (stereo not given),0%,4%,0.3%,-2%,i,7,11,742,0.6,50,-13%,-1%
CCOC(=O)c1ccccc1NC(=O)CCNC(=O)Cn1cnc2ccccc2c1=O,-3%,2%,-0.1%,4%,i,41,.,.,-1.9,44,1%,2%
Cc1ccccc1CSc1nnc(-c2cnccn2)n1C,9%,-2%,0.2%,2%,i,31,-1,698,-0.5,41,0%,.
O=C(c1ccc(Cl)c(Cl)c1)c1cc(-c2ccccn2)c(N2CCOCC2)s1,10%,12%,0.2%,4%,i,21,.,.,1.7,87,0%,6%
Cc1cc(C)n(CC(O)Cn2c3ccc(Br)cc3c3cc(Br)ccc32)c(=O)n1 (stereo not given),18%,12%,-0.1%,8%,i,15,-3,727,20,51,6%,5%
Cc1cc(NCCN2CCOCC2)n2ncc(-c3ccccc3)c2n1,-5%,1%,-0.4%,-5%,i,14,.,.,-0.4,58,6%,6%
Cc1ccnc(NC(=O)Cc2ccc(-c3ccccc3)cc2)c1,14%,7%,0.7%,6%,i,21,45,761,0.7,55,9%,5%
CC1CC(C)CN(S(=O)(=O)c2ccc3c(c2)NC(=O)C(C)C(=O)N3)C1 (stereo not given),-4%,9%,-0.1%,-3%,i,24,22,763,-0.2,63,1%,-1%
C=CCn1c(Cc2ccc(OC)cc2)nnc1SCC(=O)NCCc1ccccc1,-1%,13%,-0.1%,-6%,i,21,.,.,-1.5,86,9%,7%
CC1(C)CC(=O)CC(C)(C)N1OC(=O)c1ccco1,2%,1%,-0.1%,2%,i,53,11,781,-0.6,58,7%,8%
CN1CCN(S(=O)(=O)c2cc([N+](=O)[O-])ccc2N/N=C/c2ccc(Cl)cc2)CC1,5%,9%,-0.4%,2%,i,0,-29,580,1.5,73,11%,7%
CN(Cc1ccc2nonc2c1)Cc1nc(Cc2cccc(F)c2)no1,0%,-12%,0.0%,-10%,i,48,-20,728,-1.4,84,-13%,3%
O=C(O)C1CCN(C(=O)CSc2nc3cc(Cl)ccc3c(=O)n2Cc2ccccc2)CC1,9%,15%,-0.1%,-11%,i,22,-1,785,1.4,47,-12%,2%
Nc1nnnn1/N=C/c1ccccc1OCc1ccccc1,-5%,5%,0.6%,-2%,i,30,-4,616,-0.7,87,-10%,9%
N#CCCN(CCC#N)C(=S)NC1CC2C=CC1C2 (stereo not given),0%,5%,-0.2%,-3%,i,23,1,736,-0.1,54,-9%,6%
N#CCCN1CCN(C(=S)c2ccc(-c3ccc(Cl)cc3)o2)CC1,6%,4%,-0.1%,6%,i,29,-9,743,-1.6,91,1%,3%
COc1ccc(N(CC(=O)NC(C)(C)C)C(=O)CCC(=O)Nc2nccs2)cc1,7%,6%,-0.3%,-4%,i,54,-7,812,-0.2,57,22%,9%
Cc1ccc(-c2nn(-c3ccccc3)cc2C(=O)NCCCN2CCCC2=O)cc1,11%,.,.,.,i,40,.,.,0.3,57,.,6%
COc1ccc(CCn2c(=N)c(C(=O)NCc3ccco3)cc3c(=O)n4ccccc4nc32)cc1,4%,6%,-0.1%,1%,i,18,.,.,4.5,87,-4%,9%

# A portion of the results above, for reference:
SMILES,Large T inhibition,GPR55 antagonists,GPR55 activation,LYP phosphatase,T cell HTS,T cell HTS vesicle-bound %,Hep lipid drop,Hep lipid drop cells 6.5 µM,NTR1 agonist,NTR1 agonist cell count 20 µM,GPR35 antagonists,Rac1 GTP hydrolysis
COc1ccc(N(CC(=O)NC(C)(C)C)C(=O)CCC(=O)Nc2nccs2)cc1,7%,6%,-0.3%,-4%,i,54,-7,812,-0.2,57,22%,9%
Cc1ccc(-c2nn(-c3ccccc3)cc2C(=O)NCCCN2CCCC2=O)cc1,11%,.,.,.,i,40,.,.,0.3,57,.,6%
COc1ccc(CCn2c(=N)c(C(=O)NCc3ccco3)cc3c(=O)n4ccccc4nc32)cc1,4%,6%,-0.1%,1%,i,18,.,.,4.5,87,-4%,9%

# The listing continues.
SMILES,Large T inhibition,GPR55 antagonists,GPR55 activation,LYP phosphatase,T cell HTS,T cell HTS vesicle-bound %,Hep lipid drop,Hep lipid drop cells 6.5 µM,NTR1 agonist,NTR1 agonist cell count 20 µM,GPR35 antagonists,Rac1 GTP hydrolysis
COc1ccc(N(CN2C(=O)c3ccccc3C2=O)C(=O)COc2ccc(Cl)cc2Cl)cc1,10%,-9%,0.5%,1%,i,26,13,674,6.0,77,6%,8%
CCCCC(=NCCO)C1=C(O)C(C(=O)OC)C(C)(C)CC1=O (stereo not given),5%,-8%,0.7%,-6%,i,6,0,688,-0.5,42,-12%,6%
Cc1cc(C)cc(N(CC(=O)NCC2CCCO2)S(=O)(=O)c2c(C)noc2C)c1 (stereo not given),14%,6%,-0.1%,-8%,i,43,.,.,-1.2,60,7%,4%
Cc1nnc2ccc(N3CCN(c4cccc(C(F)(F)F)c4)CC3)nn12,6%,2%,0.2%,-2%,i,44,19,578,9.1,58,9%,6%
CN(C(=O)COc1ccc(C(C)(C)C)cc1)C1CCS(=O)(=O)C1 (stereo not given),10%,6%,-0.3%,-4%,i,4,-7,641,2.6,48,-7%,4%
CCCCc1ccc(NC(=S)NCC2CCCO2)cc1 (stereo not given),16%,0%,-0.4%,-6%,i,58,-17,585,-0.3,89,-12%,-6%
O=C1OC(c2cccc([N+](=O)[O-])c2)C2(CCCC2)C(=O)C12CCCCC2 (stereo not given),6%,1%,0.2%,-2%,i,0,7,610,3.4,40,-8%,5%
Cn1c(CN2CCCC2)nc2cc(NC(=O)COc3ccccc3)ccc21,1%,16%,0.0%,-8%,i,44,.,.,-0.6,55,-3%,8%
Cc1cccc2nc(-c3cccnc3)c(Nc3ccccc3)n12,16%,0%,0.1%,-5%,i,34,2,713,-0.5,64,-9%,17%
CCOC(=O)N1CCC(NC(=O)CCCC(=O)O)CC1,5%,8%,-0.1%,-9%,i,26,-6,698,-0.7,41,4%,.
COc1ccccc1NC(=O)N(C1CCCC1)C1CCN(C(C)=O)CC1,1%,12%,-0.1%,0%,i,46,18,725,-1.5,62,-5%,-2%
Cc1cc(C)n(CC(=O)c2ccccc2)c(=O)c1C#N,4%,-2%,-0.1%,-9%,i,28,.,.,0.3,47,-4%,2%
Cc1ccc(S(=O)(=O)N2CCOCCOCCOCCOCCOCC2)cc1,17%,18%,-0.1%,-6%,i,6,8,837,-0.8,60,17%,3%
COc1ccc(NC(=O)CN(C)C(=O)c2ccc(COc3ccccc3)o2)cc1,10%,.,.,.,i,28,.,.,1.4,60,.,4%
CC1CCCN(C(=O)CCCn2c(=S)[nH]c3ccccc3c2=O)C1 (stereo not given),4%,11%,-0.1%,4%,i,29,24,848,-1.1,81,0%,0%
COc1cc(C(=O)ON=C2C=C(C)C(=O)C(C)=C2)cc(OC)c1OC,18%,6%,-0.8%,-3%,i,45,10,642,-1.1,53,-1%,6%
O=C(C[n+]1cc(Br)cc(Br)c1)c1cccc([N+](=O)[O-])c1,8%,2%,0.2%,-10%,i,37,2,714,-1.5,74,28%,-12%
O=C(c1ccc(Br)cc1)c1cc([N+](=O)[O-])ccc1N1CCCCC1,2%,6%,-0.1%,-1%,i,26,.,.,-1.2,93,-2%,13%
O=C(NNC(=S)Nc1ccccc1C(F)(F)F)c1cccnc1,13%,6%,0.2%,-9%,i,37,0,679,0.0,44,7%,3%
O=C(O)c1cccc(Nc2nc(-c3cc4ccccc4oc3=O)cs2)c1,12%,5%,0.3%,-11%,i,55,-1,859,0.1,61,16%,19%
COc1ccc(/C(C)=C2/SC(=S)N(CCC(=O)O)C2=O)cc1,3%,-8%,0.0%,-6%,i,38,30,801,1.0,77,8%,2%
Cc1nc2sc(C(=O)Nc3ccccc3Cc3ccccc3)c(C)c2c(=O)[nH]1,2%,-8%,0.1%,-10%,i,36,4,721,0.9,54,10%,4%
Cc1ccc(NC(=O)Nc2nnc(-c3ccccc3F)s2)cc1,3%,0%,-0.3%,-4%,i,31,-18,703,1.3,48,-2%,6%
